Screens from PubChem BioAssay.
M4 ag – agonists of human muscarinic M4 receptor (CHRM4); AID 624127; actives 0.14% (n = 360,000); P08173; CHO-K1 hM4/Gqi5, Fluo-8 calcium fluorescence; vehicle 0%, full acetylcholine response 100%; activation, % at 3 µM;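 active = activation above the run mean over all test wells plus 3 SD, cut at about 32% in these data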;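 also: peak over basal fluorescence ratio per well then scaled between controls; 0% = DMSO wells and 100% = acetylcholine at EC100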
Target sequence (P08173 whole entry, looked up): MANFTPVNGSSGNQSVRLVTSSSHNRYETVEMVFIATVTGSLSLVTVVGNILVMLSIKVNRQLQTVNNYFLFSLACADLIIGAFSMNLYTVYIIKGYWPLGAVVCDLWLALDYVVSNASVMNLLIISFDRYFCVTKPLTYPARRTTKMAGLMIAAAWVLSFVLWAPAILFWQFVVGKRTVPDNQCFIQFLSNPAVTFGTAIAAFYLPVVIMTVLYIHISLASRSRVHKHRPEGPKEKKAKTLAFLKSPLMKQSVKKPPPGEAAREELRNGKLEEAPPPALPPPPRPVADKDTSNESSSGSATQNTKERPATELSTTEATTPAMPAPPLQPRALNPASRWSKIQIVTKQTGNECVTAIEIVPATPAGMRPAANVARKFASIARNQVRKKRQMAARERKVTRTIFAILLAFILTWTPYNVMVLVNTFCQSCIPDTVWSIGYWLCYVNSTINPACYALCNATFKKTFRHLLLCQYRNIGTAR
M5 PAM – potentiates acetylcholine response at human M5 receptor; actives 0.3% (n = 360,000); activation, % at 3 µM; AID 624038; P08912; CHO-K1 hM5, Fluo-8 calcium, ACh EC20 PAM; 0% = ACh EC20, 100% = ACh EC100;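 active = activation above the run cutoff, the mean activation of all test compounds plus 3 SD, cut at about 18% in these data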
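Assay system: CHO-K1 hM5 cells / Incubation: Fluo-8 loading 80 min at 37 °C plus 30 min room temperature / Technique: Fluo-8 calcium dye fluorescence, kinetic read / Repeats: single replicate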
CHRM5 antagonist – CHRM5 antagonism in calcium assay; CHO-hM5 cells, Fluo-8 calcium fluorescence, ACh EC80; inhibition, % at 3 µM; actives 0.59% (n = 360,000);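 active = inhibition above a per-plate cutoff, the mean of that plate's test compounds plus 3 SD, cut at about 27% in these data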;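 also: 0% = acetylcholine EC80 with DMSO and 100% = DMSO without agonist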
CHRM5 agonist – CHRM5 agonism in calcium assay | actives 0.19% (n = 360,000) | CHO-K1 hM5 cells, Fluo-8 calcium fluorescence; 0% DMSO wells, 100% maximal acetylcholine response | AID 624037 | activation, % at 3 µM | P08912;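 active = activation above the run's mean over test compounds plus 3 SD, cut at about 23% in these data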;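 also: signal is peak over basal fluorescence ratio across the kinetic read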
CHRM1 antagonist – human CHRM1 antagonism; CHO-K1 hM1, Fluo-8 calcium fluorescence, ACh EC80 antagonist; P11229; actives 1.3% (n = 360,000); inhibition, % at 3 µM;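 active = percent inhibition above its own plate's cutoff, namely the mean of that plate's compound wells plus 3 SD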;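 also: peak over basal fluorescence ratio during 140 s after agonist addition; 0% = ACh EC80 plus DMSO and 100% = DMSO alone without agonist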
M4 antag – antagonists of human muscarinic M4 receptor (CHRM4); P08173; CHO-hM4 cells, ACh EC80, Fluo-8 calcium fluorescence; inhibition, % at 3 µM; actives 0.73% (n = 360,000); AID 624125;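 active = inhibition above its plate's cutoff, the mean inhibition of sample wells plus 3 SD, cut at about 27% in these data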;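 also: 0% = acetylcholine EC80 with DMSO and 100% = DMSO without agonist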
TAAR1 agonist – human TAAR1 agonism; Q96RJ0; CHO RD-HGA16 TAAR1, Fluo-8 calcium fluorescence; vehicle wells 0%, saturating PEA agonist 100%; activation, % at 3 µM; actives 0.99% (n = 360,000); AID 624467;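 active = activation above the mean activation of all test compounds in the run plus 3 SD, cut at about 38% in these data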
Target sequence (Q96RJ0 whole entry, looked up): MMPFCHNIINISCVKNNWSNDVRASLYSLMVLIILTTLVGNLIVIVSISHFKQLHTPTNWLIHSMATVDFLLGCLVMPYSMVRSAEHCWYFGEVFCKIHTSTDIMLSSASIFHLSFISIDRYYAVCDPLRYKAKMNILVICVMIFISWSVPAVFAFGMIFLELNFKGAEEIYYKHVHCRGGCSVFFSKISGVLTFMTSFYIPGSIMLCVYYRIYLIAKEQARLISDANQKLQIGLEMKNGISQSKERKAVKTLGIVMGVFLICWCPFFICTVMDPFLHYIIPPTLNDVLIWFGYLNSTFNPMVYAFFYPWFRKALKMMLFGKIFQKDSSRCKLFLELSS
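Test system: RD-HGA16 (CHO) cells co-expressing Gα16 and hTAAR1; dosing: one-point dosing at 3 µM (nominal); timing: 17-24 h seeding, 75 min 37 °C dye, 30 min RT; signal: kinetic Fluo-8 calcium fluorescence; read-out basis: % activation relative to PEA EC100 response; controls: DMSO and PEA EC100; replicates: n 1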
M1 PAM – human CHRM1 positive allosteric modulation; AID 588819; CHO-K1 hM1, Fluo-8 calcium fluorescence, ACh EC20; 0% = ACh EC20, 100% = maximal ACh; activation, % at 3 µM; actives 0.088% (n = 360,000); in the data active = activation above about 19%, passing the limit was not always enough
CHRM1 agonist – activates human CHRM1 receptor | P11229 | CHO-K1 hM1, Fluo-8 calcium fluorescence, agonist mode; 0% DMSO, 100% acetylcholine EC100 | activation, % at 3 µM | actives 0.33% (n = 360,000) | AID 588814;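 active = activation above the run's mean compound activation plus 3 SD, cut at about 16% in these data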;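 also: peak over basal fluorescence ratio within a 140 s kinetic read after compound addition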
An asterisk follows results filed as active; . = not tested or not shown. This is a subset, so the mix of outcomes need not match the whole.

#	SMILES	M1 PAM	CHRM1 agonist	M4 antag	CHRM5 antagonist	M5 PAM	CHRM1 antagonist	TAAR1 agonist	M4 ag	CHRM5 agonist
1	C/C=C/c1ccc2c(c1)O[C@H](CN(C)C(=O)NC1CCCC1)[C@H](C)CN([C@H](C)CO)S2(=O)=O	10.5	-3.2	4.5	5.1	-1.9	-18.0	-1.1	0.3	1.4
2	CCOC(=O)C1CCN(C(=O)Nc2ccc3c(c2)nc(C)n3C)CC1	7.6	-2.4	-15.8	-4.5	4.1	-13.8	14.6	0.7	1.8
3	CCOC(=O)C(Oc1ccc2c(-c3ccccc3)cc(=O)oc2c1C)c1ccccc1 (stereo unspecified)	4.1	-6.8	9.8	-3.2	0.6	2.1	-0.3	0.1	-1.2
4	CCOc1cccc2sc(NN)nc12	-0.1	-2.8	-4.2	6.3	-7.9	0.8	-0.1	1.6	-1.6
5	Cc1ccc(S(=O)(=O)N2CCN(c3nc(-c4cccs4)nc4ccccc34)CC2)cc1	5.1	-0.4	-3.3	1.8	2.8	-13.2	-0.1	0.5	2.0
6	Cc1ccc(C2SCCN2C(=O)c2ccc([N+](=O)[O-])cc2)cc1 (stereo unspecified)	1.1	-10.4	-4.0	-13.6	1.2	-7.6	-2.9	-2.2	-6.6
7	O=C(O)c1csc(-n2nc(-c3ccccc3)cc2C(F)(F)F)n1	8.4	-3.5	6.1	1.6	-1.9	-5.5	2.3	1.1	-0.2
8	CC1(C)CC(=O)C=C(c2ccc3[nH]ccc3c2)C1	1.3	-5.4	-14.2	6.8	1.7	6.2	10.6	3.4	-0.6
9	CS(=O)(=O)N1N=C(c2cccs2)CC1c1ccccc1O (stereo unspecified)	5.7	-12.6	-1.4	-8.8	-1.3	-1.5	0.1	1.4	-6.1
10	COc1cc(NS(=O)(=O)c2ccc(N/C=C(\C#N)c3nc4cc(Cl)ccc4o3)cc2)nc(OC)n1	5.8	-2.0	2.5	-8.9	5.8	-1.8	5.1	1.0	-1.9
11	O=C(Cn1cc([N+](=O)[O-])cn1)Nc1nc2ccccc2s1	-10.6	0.4	6.2	-2.5	3.2	10.6	12.4	2.5	4.0
12	CCSc1nc2ccc(C)cc2cc1C#N	3.9	-3.4	-0.8	10.7	-1.1	-4.3	0.8	0.0	2.8
13	COC(=O)C1SCC2C(=O)N(Cc3ccc(Cl)c(Cl)c3)CC(=O)N21 (stereo unspecified)	2.8	-4.6	5.2	8.1	-3.7	-1.3	3.2	1.7	-1.6
14	CCCCc1[nH]c(=O)c(C#N)c2c1CSC(C)(C)C2	-9.9	-1.3	9.4	0.7	-2.9	17.8	1.6	-1.0	-0.2
15	O=C1[C@@H]2C(c3cccnc3)=NO[C@@H]2C(=O)N1c1ccc(Br)cc1	16.8	3.4	3.7	2.1	7.9	-13.9	6.0	0.4	2.3
16	COc1ccc(CCC(C)NCc2ccc(Cl)c(Cl)c2)cc1 (stereo unspecified)	-0.2	-4.6	5.6	9.9	-9.0	-5.2	20.7	8.0	-5.5
17	Cc1ccc(S(=O)(=O)Nc2ccccc2OC(C(=O)OC(C)(C)C)C(=O)OC(C)(C)C)cc1	.	.	12.1	11.0	-8.3	.	-0.9	0.6	-4.1
18	CC1CCN(CC(=O)Nc2ccc(S(=O)(=O)N3CCCCC3)cc2)CC1	-20.5	-8.4	2.4	0.3	-5.4	23.7	3.1	1.8	-22.8
19	O=[N+]([O-])c1ccc(N/N=C/c2cccc(O)c2)cc1	12.9	-2.2	2.0	-0.6	-3.2	-19.6	58.8*	8.0	2.3
20	CC(=O)N(CC(=O)Nc1nn(-c2ccccc2)nc1C(N)=O)Cc1ccccc1	-2.3	-3.9	6.1	-1.9	-3.3	5.6	10.3	4.3	-1.1
21	COC(=O)N1CCCCC1c1cc(C(=O)Nc2ccccc2Cl)no1 (stereo unspecified)	27.6*	2.3	-16.4	-3.0	4.5	-22.6	1.2	-0.3	-2.2
22	Cc1cccc(-c2nc3c(c(SCC(N)=O)n2)CCCC3)c1	13.2	-4.0	1.0	-1.1	2.1	-7.4	4.2	0.4	-2.7
23	CCc1ccc(OCC(=O)N2CCc3ccccc32)cc1	12.1	-8.1	1.2	15.5	-3.8	-13.8	3.5	0.5	-3.9
24	COc1cc(C2C(C#N)=C(N)Oc3cc(C)n(CC4CCCO4)c(=O)c32)cc2c1OCO2 (stereo unspecified)	1.3	-5.2	-2.6	8.1	-6.8	-2.2	3.5	1.8	-4.1
25	CC1CCN(C(=O)CCCOc2cc(=O)n(C)c3ccccc23)CC1	-2.0	-7.2	0.0	3.4	1.1	0.3	2.3	0.8	-4.6
26	CC1CN(C(=O)N[C@@H](Cc2ccccc2)C(=O)O)CC(C)O1 (stereo partly specified)	0.6	-3.7	-2.9	-8.0	5.8	2.7	11.7	0.0	-2.7
27	O=C(CCn1nnc2ccccc21)Nc1nnc(-c2ccccc2F)s1	4.1	-4.6	7.1	7.5	-6.7	-2.0	4.5	1.2	-0.3
28	N#Cc1c(N)nc(SCc2ccccc2)c(C#N)c1-c1ccco1	3.9	-5.8	0.0	-0.8	1.9	-3.7	-0.4	5.2	2.9
29	CC(=O)c1cc(NC(=O)c2ccc([N+](=O)[O-])cc2)c(=O)oc1C	-6.2	-7.4	5.9	18.1	-13.6	5.3	8.5	11.3	1.5
30	OCCNc1ncnc2c1cnn2Cc1ccccc1	16.1	3.6	5.3	13.5	-2.1	5.5	1.6	0.3	-4.0

Later entries
#	SMILES	M1 PAM	CHRM1 agonist	M4 antag	CHRM5 antagonist	M5 PAM	CHRM1 antagonist	TAAR1 agonist	M4 ag	CHRM5 agonist
31	CN1C(=O)CC(Sc2ccccc2C(=O)O)C1=O (stereo unspecified)	-7.7	-0.3	-1.3	0.0	0.2	19.1	-2.0	2.8	4.4
32	CS(=O)(=O)c1cc([N+](=O)[O-])c(Sc2nc3ccccc3[nH]2)c([N+](=O)[O-])c1	-9.4	-2.9	38.1*	12.8	6.8	19.5	21.1	3.1	0.0
33	O=C1CC(/C=C/c2ccccc2)=Nc2ccccc2N1	8.2	-2.7	-10.7	2.7	3.1	-2.0	4.4	0.9	-3.5
34	O=C(c1cnn(-c2ccccc2)c1)c1ccccc1O	0.3	-7.9	7.5	13.1	-6.3	-7.8	3.5	0.7	-1.7
35	CC(=O)N(C)c1ccc(NC(=O)Nc2cccc3ccccc23)cc1	7.8	0.0	-0.8	-14.0	5.3	-1.9	3.6	1.9	-0.3
36	COc1cc(OC)cc(-c2nc(-c3ccc(Br)cc3)no2)c1	6.8	-1.7	-19.6	-13.5	7.8	-7.6	2.4	0.8	2.9
37	CCOC(=O)c1ccc(NC(=O)c2n[nH]c(=O)c3ccccc23)cc1	3.8	-3.2	-0.9	7.3	-1.4	-3.7	1.8	1.5	-0.8
38	O=C(O)c1cc(=O)c2cc(Cl)ccc2o1	2.5	1.2	-1.2	-3.9	2.9	-27.4	13.6	0.5	-1.7
39	Cc1ccc(/C=C2\SC(=S)N(CCCC(=O)NC3CCCC3)C2=O)cc1	16.4	1.5	3.2	0.0	0.8	-13.5	4.4	2.8	-1.4
40	CC(C)N(C(=O)C1CC(=O)OC12CCCCC2)C(C)C (stereo unspecified)	-2.2	-1.1	29.5*	4.6	9.7	10.8	2.8	1.4	-0.9
41	CCOC1=C2[C@H](c3ccccc3)N(S(=O)(=O)c3ccc(C)cc3)C(C(C)(C)C)[C@H]2C(C#N)(C#N)C(C#N)(C#N)C1 (stereo partly specified)	4.3	-5.6	-8.4	-9.4	4.2	-10.7	-0.4	-1.4	2.5
42	Cc1cnn(C(=O)Cn2nc(C(F)F)c(Br)c2C)c1	6.7	-2.6	4.0	2.8	0.3	-8.7	0.1	1.2	2.4
43	CCC(Sc1nnnn1-c1ccccc1)C(=O)NC(C)c1ccccc1 (stereo unspecified)	-4.3	-1.1	2.1	15.4	-2.5	8.9	.	3.4	0.0
44	COc1ccc(C23CC4CC(CC(C4)C2)C3)cc1C(=O)NCCN(C)C	5.1	-3.3	5.7	11.6	3.9	-5.5	46.4*	5.6	-1.1
45	CN(CC(=O)Nc1ccc(F)cc1)C(=O)COC(=O)c1cc(Br)c(Br)s1	-3.5	-2.6	-8.2	8.1	-5.2	7.7	1.2	4.8	2.4
46	CCc1[nH]nc(C(=O)N2CCCC(C(=O)c3cccc(OC(C)C)c3)C2)c1C (stereo unspecified)	-5.6	1.8	-3.7	0.3	-8.3	0.3	4.5	13.5	5.1
47	COc1cc2c(cc1NC(=O)COC(=O)[C@@H](NC(=O)c1ccccc1F)C(C)C)oc1ccccc12	3.0	-6.8	0.7	0.2	-1.9	-4.7	4.2	0.6	6.8
48	COC(=O)c1c(N2C(=O)[C@H]3[C@@H](C2=O)[C@]2(C(=O)Nc4c(C)cccc42)N2CCC[C@@H]32)sc(C)c1C	-1.3	-3.5	-0.4	-2.7	-1.0	10.2	4.8	4.6	2.2
49	Cc1ccc(S(=O)(=O)N2CCOCC2)cc1NC(=O)COc1cccc(Oc2ccccc2)c1	-1.7	1.3	7.1	7.7	-24.4	7.9	6.8	14.5	0.5
50	C/C(=N\NC(=O)c1cccc(S(=O)(=O)N2CCOCC2)c1)c1ccco1	14.3	-2.4	0.4	10.1	-5.7	-8.3	4.1	1.4	-1.2
51	CC(C)(C)NC(=O)C1CCN(S(=O)(=O)c2cccc3nsnc23)CC1	-6.1	-0.7	13.4	17.0	-5.7	9.4	0.8	3.9	-2.4
52	CCOC(=O)/C(C#N)=C\c1cccnc1	5.0	-3.2	7.2	-3.0	-4.8	-11.3	6.7	0.5	-2.5
53	O=C(Nc1cccc(F)c1)C1CCN(C(=O)c2ccc(Br)cc2)CC1	5.1	-2.9	8.6	-7.1	-2.8	-6.7	7.0	2.5	-1.9
54	O=C1CN(C(=O)/C=C/c2ccccc2F)c2ccccc2N1	7.7	0.0	-4.8	-7.3	-7.3	-1.4	0.6	0.8	-1.3
